Compound activity from PubChem BioAssay.
NCOA2 inhibitor: inhibits human steroid receptor coactivator 2. HEK293 GAL4-SRC2 luciferase reporter, luminescence. Q15596. inhibition, % at 9 µM. AID 651957. hit rate 0.17% among 370,000;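 active = inhibition above the mean inhibition of all tested compounds plus 3 SD, set per campaign, cut at about 52% in these data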;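 also: 0% = DMSO treated cells and 100% = cells given Gossypol at 36 µM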
NCOA1 inh: human NCOA1 inhibition | HEK293 GAL4-SRC1 luciferase reporter, luminescence | inhibition, % at 3.6 µM | hit rate 0.12% among 360,000;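 active = inhibition above the campaign mean plus 3 SD, with each screening campaign given its own cutoff, cut at about 60% in these data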;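 also: 0% = DMSO treated cells and 100% = gossypol at 36 µM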
TROY signal inh: inhibitors of TROY-dependent NF-kB signaling; Q293 LMP1-TROYcd NF-kB luciferase reporter, 4 h; hit rate 0.98% among 360,000; inhibition, % at 10 µM;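 active = compounds whose plate-normalised and pattern-corrected inhibition of the luciferase reporter signal at the single screening dose is 50% or more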
COUP-TFII inh: blocks human COUP-TFII nuclear receptor | P24468 | HEK293T NGFI-A luciferase reporter, luminescence | inhibition, % at 8.6 µM | hit rate 0.7% among 370,000;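 active = inhibition above a per-plate cutoff, mean inhibition of test wells between control levels plus 3 SD, cut at about 38% in these data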;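 also: cells cotransfected with COUP-TFII expression vector driving the NGFI-A reporter; 0% = median of COUP-TF2 test wells and 100% = reporter-only cells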
Target sequence (P24468 whole entry, looked up): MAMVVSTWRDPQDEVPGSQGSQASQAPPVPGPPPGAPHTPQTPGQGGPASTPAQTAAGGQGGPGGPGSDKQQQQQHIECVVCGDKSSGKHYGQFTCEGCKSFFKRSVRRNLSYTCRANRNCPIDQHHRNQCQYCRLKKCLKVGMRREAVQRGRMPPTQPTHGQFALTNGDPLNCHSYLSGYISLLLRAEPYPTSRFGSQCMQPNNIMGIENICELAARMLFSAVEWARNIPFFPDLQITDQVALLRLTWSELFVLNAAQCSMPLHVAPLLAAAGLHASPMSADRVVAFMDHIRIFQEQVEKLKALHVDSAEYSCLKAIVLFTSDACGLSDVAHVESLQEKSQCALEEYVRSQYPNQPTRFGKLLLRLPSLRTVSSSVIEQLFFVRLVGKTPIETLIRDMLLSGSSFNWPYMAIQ
NR5A2 inv ag: NR5A2 inverse agonism in reporter assay. O00482. hit rate 0.13% among 360,000. inhibition, % at 3.6 µM. HEK293T StAR-luciferase reporter, LRH-1 transfected, 24 h;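 active = inhibition above the mean inhibition of all tested compounds plus 3 SD, cut at about 73% in these data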;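 also: 0% = DMSO wells and 100% = reporter-only cells lacking LRH-1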
Target sequence (O00482 whole entry, looked up): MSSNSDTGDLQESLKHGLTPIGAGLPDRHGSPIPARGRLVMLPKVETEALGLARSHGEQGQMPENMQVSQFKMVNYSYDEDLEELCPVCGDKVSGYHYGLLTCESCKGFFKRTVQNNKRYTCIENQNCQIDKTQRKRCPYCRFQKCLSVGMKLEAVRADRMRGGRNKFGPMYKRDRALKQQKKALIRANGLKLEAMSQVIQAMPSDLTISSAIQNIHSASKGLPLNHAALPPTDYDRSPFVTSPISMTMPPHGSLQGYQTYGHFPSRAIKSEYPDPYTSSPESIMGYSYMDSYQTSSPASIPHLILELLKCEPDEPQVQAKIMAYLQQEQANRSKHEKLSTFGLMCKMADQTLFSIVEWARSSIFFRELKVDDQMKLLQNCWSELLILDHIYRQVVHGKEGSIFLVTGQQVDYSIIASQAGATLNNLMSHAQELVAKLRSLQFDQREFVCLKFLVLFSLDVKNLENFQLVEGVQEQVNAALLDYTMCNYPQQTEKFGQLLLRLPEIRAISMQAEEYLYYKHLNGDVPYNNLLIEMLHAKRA
KKLEB cytotox: CF airway cell cytotoxicity counter-screen; activity change (cytotoxicity), % at 5 µM; AID 602141; KKLEB CF airway cells viability, ATPlite luminescence, overnight; stronger effect = lower value; cells stimulated with P. aeruginosa culture filtrate; hit rate 0.36% among 360,000;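 active = corrected activity change at or below -50% at 5 µM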
LMP1 NFkB inh: inhibitors of Epstein-Barr LMP1-induced NF-kappaB reporter; LMP1-induced NF-kappaB luciferase reporter cells, luminescence; inhibition, % at 12.5 µM; hit rate 0.69% among 350,000; in the data active = inhibition above about 41%;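 also: 0% = neutral control wells and 100% = reference inhibitor control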
TWEAK-Fn14 inh: blocks TWEAK-Fn14 interaction in a reporter cell assay | TWEAK-stimulated Fn14 reporter cells, luciferase luminescence, 8 h | inhibition, % at 10 µM | hit rate 2% among 360,000; in the data active = inhibition above about 50%
CF NFkB inh: cystic fibrosis NF-kB activation inhibition. KKLEB NF-kB-GFP reporter, PAF-induced, GFP fluorescence overnight. inhibition, % at 5 µM. hit rate 0.86% among 360,000;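 active = at least 50% inhibition at 5 µM, scaled per plate between neutral and stimulator controls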;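 also: PAF is a Pseudomonas aeruginosa culture filtrate used as stimulus; plate controls were PAF-stimulated DMSO wells for no effect and unstimulated DMSO wells for full effect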
C8 TRAIL sens: sensitizes caspase-8 expressing cells to TRAIL; NB7+C8 cells + TRAIL, ATPlite viability luminescence; inhibition (viability loss, TRAIL sensitization), % at 10 µM; hit rate 1% among 360,000; AID 624354;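 active = compounds causing at least 50% loss of cell viability in the single-dose screen, relative to plate controls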
NCOA3 inh: inhibitors of human steroid receptor coactivator 3 (SRC3); Q9Y6Q9; HEK293 GAL4-SRC3 luciferase reporter, luminescence; inhibition, % at 3.6 µM; hit rate 0.17% among 360,000; AID 588352;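 active = inhibition above a per-campaign cutoff, the mean of all compounds plus 3 SD, cut at about 60% in these data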;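 also: 0% = DMSO-treated cells and 100% = gossypol-treated cells at 36 µM; higher means less SRC3-driven luciferase light from the GAL4 reporter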
* = called active by the depositor; . = no result given.

SMILES	NCOA2 inhibitor	NCOA1 inh	TROY signal inh	COUP-TFII inh	NR5A2 inv ag	KKLEB cytotox	LMP1 NFkB inh	TWEAK-Fn14 inh	CF NFkB inh	C8 TRAIL sens	NCOA3 inh
O=S(=O)(Nc1ccc(Cc2ccncc2)cc1)N1CCCC1	-0.8	7.8	4.6	9.0	0.8	-2.3	-3.1	7.9	9.6	-4.3	18.9
CCCC1(CCC)NC(=O)N(CC(=O)Nc2cccc(OC)c2)C1=O	-13.4	-2.8	5.3	-12.8	5.4	-5.2	-4.3	-2.9	17.0	-9.7	-10.7
COc1cc(/C=C/C(=O)OCC(=O)N2CCC(C)CC2)ccc1O	-4.4	-24.7	-4.2	17.8	-5.0	6.9	-3.4	1.4	-3.7	6.5	-13.4
Cc1cccc(C)c1N/C=C/c1onc(C)c1[N+](=O)[O-]	6.5	0.2	-40.7	-1.2	18.1	-2.3	-8.9	-7.3	7.5	-6.1	19.8
O=C(C1Cc2ccccc2CN1C(=O)c1ccco1)N1CCN(c2ccccc2)CC1 (configuration not stated)	18.6	-5.0	18.0	0.8	2.0	3.8	-1.0	16.1	10.6	2.8	9.3
C[C@H](CO)N1C[C@H](C)[C@@H](CN(C)Cc2ccc(-c3ccccc3)cc2)Oc2c(NS(=O)(=O)c3cn(C)cn3)cccc2C1=O	-2.4	3.1	5.0	0.2	11.9	-3.8	8.5	6.4	7.3	-2.3	-13.6
c1ccc(COC(CN2CCCCCC2)CN2CCCCCC2)cc1	-7.0	20.7	7.9	-27.4	9.7	-1.2	10.2	11.4	11.1	3.6	15.1
COCCNC(=O)CCc1nnc2ccc(N3CCC(C)CC3)nn12	-24.0	-3.0	17.4	14.7	-5.5	-4.4	-3.7	3.5	-0.2	-1.4	-9.9
O=C(CC(=O)NN=C1CCCCCC1)NCc1cccnc1	14.7	-0.2	-9.4	-5.5	-13.6	-9.1	-32.0	-0.3	17.7	0.0	1.1
O=C(NC1CCCCC1)N(Cc1nc2ccccc2c(=O)[nH]1)C1CCCCC1	-17.9	-16.6	-10.0	-12.6	-43.1	-2.9	-3.3	-11.5	8.7	-5.2	-22.0
c1ccc2c(c1)COc1c3ncccc3nn1-2	-26.0	-82.9	-52.4	-19.9	-49.6	21.6	-19.1	-36.5	-20.3	9.3	-57.6
O=C(O)C1CCCCC1C(=O)Nc1ccc(OCc2ccccc2)cc1 (configuration not stated)	6.7	-18.6	-34.4	13.4	-27.3	-1.1	-0.4	-17.1	0.5	-13.7	-28.9
COCCOC(=O)N1CCCCC1c1cc(C(=O)Nc2cccc3c2CCCC3)no1 (configuration not stated)	13.9	21.2	22.4	28.3	36.0	-1.6	.	1.2	9.9	-9.8	12.1
COc1ccc(C2/C=C\CN(C(=O)c3ccc(C)cc3)[C@H](Cc3ccccc3)C(=O)N2Cc2ccc(F)cc2)cc1 (some centres not stated)	.	5.7	5.8	.	-3.6	-7.9	12.7	21.1	-7.3	5.8	-15.6
COc1cccc(/C=C/c2onc(C)c2S(=O)(=O)N2CCC(C(=O)NC3CCCCCC3)CC2)c1	0.7	13.1	-6.7	-1.7	-7.4	-9.1	1.0	26.2	-9.3	-1.4	-0.3
C1=CC2CC1CC2CNCc1ccco1 (configuration not stated)	-0.1	4.2	0.8	-8.5	-1.9	-0.6	0.9	-18.4	4.5	-5.3	-12.2
CN(CC(=O)Nc1ccccc1Cl)C(=O)CCNC(=O)Nc1ccccc1	-21.1	-2.7	2.3	-6.4	-7.2	-12.1	5.9	4.2	9.0	-11.0	16.2
Cc1ccc(-n2nc3c([n+]2[O-])CCc2nonc2-3)cc1	-35.3	-23.1	-15.0	0.0	-55.6	-11.5	1.7	-3.8	-7.6	-2.6	-12.2
CCOc1ccccc1CN1CCNC(=O)C1CC(=O)NCc1cc(C)n(C)n1 (configuration not stated)	-0.3	11.2	-2.6	2.6	-1.6	-0.8	7.5	0.7	-11.8	-5.2	4.6
COc1cc(NC(=O)CN(c2ccc(C)cc2)S(=O)(=O)c2c(C)noc2C)cc(OC)c1	-26.3	12.6	28.6	7.5	-3.4	-2.4	10.1	30.3	5.8	-2.8	-0.1
Brc1ccc(C2NCCS2)cc1 (configuration not stated)	-18.5	-9.8	-17.5	9.4	-2.7	-6.7	2.7	11.8	-2.8	-6.2	16.9
C=CC[C@@H](CC(=O)NCCO)C(=O)NC[C@H](OC(=O)[C@@H](CC=C)Cc1ccc(F)cc1)c1ccccc1	-39.4	20.8	9.8	-11.5	13.1	14.2	-1.1	24.4	10.3	9.3	37.2
O=C(CN1C(=O)NC2(CCCCCCC2)C1=O)NC(=O)NCc1ccco1	-17.2	-1.5	-5.2	14.0	7.6	8.8	1.6	3.1	0.3	10.8	14.9
COC(=O)CC/C(O)=C1\C(=O)CC(C)(C)CC1=Nc1ccccc1OC	-1.8	12.6	10.1	-4.5	-11.7	-2.8	-6.0	18.3	5.2	-8.3	2.3
COc1ccc(N2CC(C(=O)Nc3cccc(C)n3)CC2=O)cc1 (configuration not stated)	4.8	-11.9	11.2	8.4	2.9	13.7	-11.0	-5.0	-4.2	-2.1	-4.5
O=C(Cc1cccs1)NCC1CCCO1 (configuration not stated)	1.2	4.7	7.9	5.8	1.9	6.5	-3.7	51.0*	-16.2	-2.6	6.3
COc1ccc(-n2cnc3sc(-c4ccccc4)cc3c2=O)cc1	-41.3	-98.3	-79.9	-25.9	-125.5	10.2	-35.2	1.3	-4.8	6.4	-91.1
O=C1C2C3C=CC(C3)C2C(=O)N1CCCCN1C(=O)C2C3C=CC(C3)C2C1=O (configuration not stated)	2.9	11.7	12.1	-4.7	10.0	5.5	-2.9	10.9	-20.9	-2.9	-7.6
CC1CCCC(C)N1/N=C/c1ccc(O)c(O)c1 (configuration not stated)	-21.9	-0.4	4.2	14.1	25.2	-13.0	1.6	-1.1	12.7	-1.2	0.1
CCOc1ccccc1NC(=O)COC(=O)c1ccc2ccccc2n1	-19.4	-0.2	-16.2	-6.1	12.2	-6.4	-8.3	-1.3	-4.7	-3.8	-4.8
O=C(CN(Cc1ccccc1Cl)C(=O)CNS(=O)(=O)c1ccc(F)cc1)NCC1CCCO1 (configuration not stated)	-13.4	-0.2	18.1	3.4	29.3	-18.6	-2.7	13.9	31.7	1.2	4.8
O=C(CC(=O)N/N=C/c1ccccc1)NCc1ccccc1	-3.8	7.0	7.5	-1.3	-10.4	3.6	1.4	12.8	-5.9	-2.1	12.6
CC12CCC(=O)N1C(C(=O)OCC(=O)Nc1cccc(Br)c1)CS2 (configuration not stated)	9.6	0.3	-3.0	-10.4	-3.6	2.3	-29.2	-11.1	4.4	-4.1	18.9
CC(C)NS(=O)(=O)c1ccc(N2C(=O)c3ccccc3C2=O)cc1	-20.5	1.0	-1.7	-0.2	-7.1	5.8	3.7	-2.2	-4.6	12.2	15.4
CN1OC[C@@H]2CN[C@H](c3cccc(N4CCOCC4)c3)C[C@@H]21	-6.0	-4.0	-6.0	-5.1	12.8	4.0	2.2	5.6	-0.7	-15.6	-13.5
NC(=O)c1ccc(/C(N)=N/S(=O)(=O)c2cc(C(F)(F)F)cc(C(F)(F)F)c2)cc1	9.5	8.0	0.2	12.7	-3.7	9.1	.	8.1	-15.2	4.7	17.2
COc1ccccc1/C=C1\SC(=O)N(CCC(=O)N2CCCCC2CCO)C1=O (configuration not stated)	18.6	-6.7	-15.3	-20.1	5.8	-0.2	-2.0	-8.2	17.6	-1.3	-18.7
O=C(Nc1ccccn1)c1cccnc1	-0.7	-10.1	11.4	-20.4	2.0	-3.2	7.5	7.8	-11.8	-9.0	-7.4
O=C(O)c1cccc(S(=O)(=O)Nc2ccc(-c3ccccc3)cc2)c1	5.5	-7.0	-14.6	-11.0	-44.7	7.7	-2.7	-13.7	-4.9	-13.0	-17.8
CCOc1ccccc1NC(=S)N1C2CCC1CC(NC(=O)NC13CC4CC(CC(C4)C1)C3)C2 (configuration not stated)	11.9	4.6	0.5	-8.7	-13.7	-3.6	4.4	-7.0	3.7	-16.5	-0.1
CC(C)CN(CC(C)C)C(=O)c1cc2c(=O)n3ccccc3nc2s1	6.1	-1.3	-0.1	2.0	8.7	0.4	3.3	-7.7	5.9	-10.2	4.6
O=S(=O)(O)CCS	-9.2	8.0	-3.0	0.9	15.5	12.3	7.0	-13.1	21.2	-12.2	7.4
OC(CSc1ccccc1)CN1CCN(c2ccc(Cl)cc2)CC1 (configuration not stated)	-12.5	2.3	-7.6	-9.1	-10.0	-9.2	8.0	-1.8	-0.9	3.3	2.4
COc1ccc(OC)c(S(=O)(=O)N2CCC(C(=O)NC3CCCCC3)CC2)c1	-2.7	-7.0	-8.9	0.1	9.2	3.9	-6.8	7.5	-8.0	-13.0	-17.6
CCOc1ccccc1OCC(=O)Nc1cc(S(=O)(=O)N2CCCCC2)ccc1N1CCN(CC)CC1	-11.4	-17.6	7.1	-5.2	0.1	-4.1	-3.7	14.2	16.9	2.0	12.6
O=S(=O)(c1ccc(F)cc1)N1CCN=C1SCc1cccnc1	5.4	-5.2	-9.2	-1.8	-6.5	-3.4	-44.9	0.1	11.8	-2.3	8.3
COc1ccc(-c2sc(Nc3ccccc3)n[n+]2-c2ccc(F)cc2)c(C)c1C	-2.9	-4.7	-1.3	18.9	-16.8	-14.8	13.0	-13.5	2.9	41.2	5.5
CC(=O)c1csc(Nc2ccccc2Cl)n1	-82.5	-72.6	-67.9	-38.2	-127.0	8.6	-9.1	2.2	-8.6	14.4	-56.6
CN(C1CCCCC1)S(=O)(=O)c1ccc(S(=O)(=O)N2CCN(C(=O)c3ccccc3F)CC2)cc1	-12.6	5.8	13.6	-8.1	-3.8	-10.1	-9.8	-40.3	5.5	-11.5	4.9
Cc1ccccc1N(C(=O)c1csnn1)C(C(=O)NC(C)(C)C)c1ccncc1 (configuration not stated)	-6.1	2.2	6.3	20.6	8.9	8.4	-4.7	-14.2	-6.4	44.2	14.6
Cc1cccc(C(C)C)c1NC(=O)c1ccc(OCC2CCCO2)cc1 (configuration not stated)	17.6	-30.4	-9.7	15.6	11.8	4.7	6.9	2.8	-5.5	-2.0	-18.2
Cc1nc2ccccc2n1C1CCN(CC(=O)NCc2ccc(F)cc2)CC1	-13.9	-10.5	-5.9	4.2	-12.7	0.7	7.5	-11.4	-2.0	15.9	19.8
CCC(Sc1ncccc1C(=O)O)C(=O)N1CCOCC1 (configuration not stated)	-1.1	-2.0	9.9	16.4	6.3	-18.2	4.9	-3.4	2.3	-5.2	5.8
O=C(N1CCCCC1)C1(c2ccccc2)CCCCC1	7.1	1.6	1.8	-5.5	5.7	17.9	0.1	3.0	1.4	-16.9	12.8
OC(COC(c1ccc(F)cc1)c1ccc(F)cc1)CN1CCCC(C(F)(F)F)C1 (configuration not stated)	0.3	-1.3	5.2	6.4	-5.1	-4.3	-1.9	-1.5	6.7	-1.3	8.0
CCn1c(-c2ccc3ncccc3c2)n[nH]c1=S	24.6	-5.4	-7.1	0.5	-4.5	5.4	-1.1	6.1	11.1	-3.0	11.9
